# CCHFV vOTU inh = blocks the CCHF virus ovarian tumor domain protease | inhibition, % at 11.5 µM | 370,000 tested, 0.55% active | CCHFV vOTU protease, Pep-AMC fluorescence; in the data active = inhibition above about 30%; note: 0% = vehicle wells with enzyme and 100% = no enzyme wells
# TcdB inh = blocks C. difficile toxin B glycohydrolase activity; TcdB glycohydrolase enzymatic assay, plate reader; inhibition, % at 9.99 µM; 350,000 tested, 0.24% active; AID 652162; in the data active = inhibition above about 10%
# Yp Topo-I inh = inhibitors of Yersinia pestis topoisomerase I. activity, % at 10 µM. Y. pestis Topo-I cleavage product accumulation, plate reader. AID 504884. 360,000 tested, 0.064% active; in the data active = activity above about 50%, passing the limit was not always enough; inconclusive = no clear call, values can overlap the other calls; note: inactives centre near 2
# DUSP3 inh = inhibitors of human VHR1 phosphatase (DUSP3); P51452; recombinant VHR phosphatase, pNPP absorbance; inhibition, % at 13.3 µM; 290,000 tested, 0.52% active; in the data active = inhibition above about 50%; note: some compounds called inactive have numbers as strong as hits
# Target sequence (P51452 whole entry, looked up): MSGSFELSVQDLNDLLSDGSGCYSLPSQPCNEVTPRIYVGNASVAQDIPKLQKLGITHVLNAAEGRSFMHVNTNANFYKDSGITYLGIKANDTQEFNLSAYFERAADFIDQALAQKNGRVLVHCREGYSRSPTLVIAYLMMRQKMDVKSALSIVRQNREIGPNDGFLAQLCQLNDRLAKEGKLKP
# Anthrax LF inh2 = blocks Bacillus anthracis lethal factor protease; multiplex microsphere protease cleavage assay, LF; inhibition, % at 10 µM; 360,000 tested, 0.12% active; AID 588501; note: plate controls were buffer without enzyme for full effect and enzyme alone for no effect
# BoNT-A LC inh2 = BoNT A light chain protease inhibition | 360,000 tested, 0.17% active | AID 588499 | multiplex microsphere protease substrate cleavage, flow cytometry | inhibition, % at 10 µM; note: plate controls were buffer without enzyme for full effect and enzyme alone for no effect
# Vc quorum ag = quorum light induction in luxS cqsA deficient V. cholerae; 350,000 tested, 0.16% active; V. cholerae BH1578 lux reporter, luminescence, 6 h; activation, % at 18.7 µM; in the data active = activation mostly above about 9.7%, no sharp cut-off; inconclusive = no clear call, values can overlap the other calls; inactive = mostly below about 3.7%; note: not every result past the cut was called active; inactives centre near 0; reference of the scale not given here
# 3CLpro inhibitor = SARS-CoV 3CLpro protease inhibition | 290,000 tested, 0.14% active | recombinant SARS-CoV 3CLpro, quenched FRET peptide cleavage | P0C6X7 | inhibition, % at 6 µM; in the data active = inhibition above about 12%
# PfHsp40 yeast = rescue of PfHsp40-mediated yeast toxicity; S. cerevisiae expressing PfHsp40, growth rescue, ATP luminescence; growth rescue, % at 12.5 µM; AID 504582; 340,000 tested, 0.68% active; in the data active = growth rescue above about 28%, passing the limit was not always enough; inconclusive = no clear call, values can overlap the other calls;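 note: yeast W303a lacking pdr1 and pdr3 grown in galactose medium; growth measured after three days at 30 °C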
# SSB-PriA inh = inhibitors of Klebsiella pneumoniae PriA binding to SSB C-terminal tail; inhibition, % at 33 µM; AlphaScreen SSBct-PriA binding, biotinylated peptide; 430,000 tested, 0.6% active; AID 1272365; in the data active = inhibition mostly above about 37%, no sharp cut-off; inactive = mostly below about 20%;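 note: plate controls were negative control peptide for no effect and reference peptide for full effect; strong numbers were not always called active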
# * hit, by the source's call; i = inactive; ? = inconclusive; · = not tested or not shown; & = joins results of further samples. Cut-off read from the data, not from the text of the source, unless noted: active = inhibition above about 30%; inconclusive = no clear call, values can overlap the other calls; inactive = below that. Only part of the results is shown. The share of hits here may be higher or lower than overall.
Compound,BoNT-A LC inh2,Anthrax LF inh2,CCHFV vOTU inh,TcdB inh,DUSP3 inh,PfHsp40 yeast,Yp Topo-I inh,Vc quorum ag,SSB-PriA inh,3CLpro inhibitor
COc1ccc(CCNC(=O)/C(C#N)=C2\N=C(NC(=O)c3cccs3)c3ccccc32)cc1,3.7,2,22,1.8,26,0.1,-2,-3.1,2,2
COc1cc(C2C(C(=O)c3ccc(C)o3)=C(O)C(=O)N2CCCn2ccnc2)cc(OC)c1OC (stereo unspecified),-2.5,-2,·,·,11,-1.6,8,i,-7,-3
CCC(C)C(NC(=O)C1CCC(C)CC1)C(=O)NCc1cccnc1 (stereo unspecified),0.8,-2,4,·,9,2.6,1,i,-5,3
FC(F)Oc1ccc(NC(=S)N2CCN(Cc3ccccc3)CC2)cc1,-0.4,-1,13,1.0,24,0.3,3,-2.8,9,8
CCOC(=O)C(Nc1ccc2ccccc2c1)C(=O)OCC,0.5,-1,22,·,-4,-0.5,16,-0.2,58*,3
COc1cc(O)c(C(=O)CC(=O)c2ccncc2)c(OC)c1,0.0,0,-5,-0.5,·,-1.0,5,-0.8,-15,·
Cc1cccc2[nH]c(CN(C)C(=O)C3CCC(=O)N(C4CC4)C3)nc12 (stereo unspecified),-0.8,-2,1,-0.2,-22,-0.5,0,-0.4,-1,3
COc1cccc(NC(=O)N2CCOCC2)c1,0.6,1,-3,·,36,-1.0,-8,-0.9,-6,0
C/C(N)=C(/C#N)C(=O)COC(=O)COc1ccc(Cl)cc1,0.3&-1.6,2&6,15&-11,-3.3,6,-0.7&1.9,8&-6,i,2,2
COc1cccc(/C=N/NC(=S)NCCc2ccccc2)c1OC,-4.0,-14,19,0.7,28,-0.3,26,-0.6,·,6

# Remaining list, next part:
Compound,BoNT-A LC inh2,Anthrax LF inh2,CCHFV vOTU inh,TcdB inh,DUSP3 inh,PfHsp40 yeast,Yp Topo-I inh,Vc quorum ag,SSB-PriA inh,3CLpro inhibitor
Cc1ccsc1/C=N/NC(=O)Cc1cccn1C,-1.5,2,0,-0.5,40,-1.3,4,-0.2,·,1
NC(=O)CC(NC(=O)c1ccc(Br)cc1)c1ccc(N2CCC(Br)CC2)c([N+](=O)[O-])c1 (stereo unspecified),-0.2,-4,-5,2.2,15,1.1,8,i,1,·
COc1cccc(C(=O)N2CCN(Cc3ccco3)CC2)c1OC,0.4,0,13,·,13,-0.9,-8,-0.5,4,-3
CC(=O)C(Sc1nc(NC(C)(C)C)nc(N(C)C)n1)C(C)=O,·,·,1,·,5,3.6,-7,-0.6,0,-2
COC(=O)C1CCN(c2ccc(Cl)nn2)CC1,-0.2,-7,13,0.8,18,0.9,-3,i,0&-5,-3
c1csc(-c2nc(CN3CCSCC3)cs2)c1,-3.5,-3,-10,0.5,8,-0.9,-1,-0.4,7,1
CCOc1ccccc1-c1nc(CN2CCN(C(=O)c3ccco3)CC2)c(C)o1,0.4,-1,-15,0.1,14,-0.5,15,0.4,-6,-1
Cc1ccc2c(C(=O)CN3CC(C)CC(C)C3)c(C)[nH]c2c1 (stereo unspecified),-1.8,-5,-8,-0.3,-1,2.1,-9,1.2,·,-1
COc1ccc(S(=O)(=O)Nc2c(F)cccc2F)cc1,-0.6,1,-4,1.2,25,-0.6,9,-0.3,-9,1
COc1ccccc1/C=C/C(=O)OCC(=O)Nc1ccccc1Sc1ccccc1,-1.2,-3,15,0.1,-10,0.0,2,-0.2,-50,3

# Continuation.
Compound,BoNT-A LC inh2,Anthrax LF inh2,CCHFV vOTU inh,TcdB inh,DUSP3 inh,PfHsp40 yeast,Yp Topo-I inh,Vc quorum ag,SSB-PriA inh,3CLpro inhibitor
Cc1ccc(C(=O)NCCCN2CCOCC2)cc1S(=O)(=O)N1CCOCC1,·,·,21,0.2,·,-1.0,-4,-2.0,9,·
C[C@@H]1CN([C@@H](C)CO)C(=O)CCCn2nncc2CO[C@H]1CN(C)S(=O)(=O)c1cccc(C#N)c1,0.1,-3,1,0.3&0.0,·,·,-1,-0.2,·,·
CC(=O)N1CCN(C(=O)COC(=O)COc2c(C)cc(C)cc2C)CC1,-0.9,-1,-3,0.6,·,0.5,0,1.3,1,·
CC1(C)CC(=O)C2=C(C1)OC(N)=C(C#N)C2c1cccs1 (stereo unspecified),-0.5,-4,1,-0.1,25,-0.1,-1,i,-24,-1
COc1ccc(CC(=O)Nc2c3c(nn2C(C)(C)C)CS(=O)(=O)C3)cc1OC,3.2,-1,-5,-0.2,10,-0.1,-2,-0.2,-1,1
CC(=O)c1ccc(Sc2nnnn2-c2ccccc2)c([N+](=O)[O-])c1,0.0,0,-5,0.2,-2,-0.4,5,7.1,0,1
CCC(C)Sc1cc(-c2nc3ccc(Cl)cn3c2NC2CCCCC2)ccc1OC (stereo unspecified),-0.7&1.0,0&1,6&0,-2.5&2.1,·,-1.5,11,i,-14,·
CCc1ccccc1NC(=O)CSc1nnc(Cn2cnc3ccccc32)o1,-0.2,-1,4,·,4,-1.4,-7,i,-19,-4
COC(=O)c1c(O)cc(C(C)(C)C)n(-c2ccccc2)c1=O,-0.2,2,5,·,-11,-1.5,-6,0.0,-3,-7
Cc1ccc(C2CC(C(F)(F)F)n3nc(C(=O)Nc4c(C)n(C)n(-c5ccccc5)c4=O)cc3N2)cc1 (stereo unspecified),-1.0,-10,3,-0.4,23,-0.3,1,-0.6,-7,3

# The list continues.
Compound,BoNT-A LC inh2,Anthrax LF inh2,CCHFV vOTU inh,TcdB inh,DUSP3 inh,PfHsp40 yeast,Yp Topo-I inh,Vc quorum ag,SSB-PriA inh,3CLpro inhibitor
Cc1ccccc1S(=O)(=O)Nc1ncnc2scc(-c3ccccc3)c12,-0.8,-1,8,·,0,19,15,i,-15,6
CC(C)C[C@H](NC(=O)c1nc[nH]c1C(=O)N[C@@H](CCCCN)C(=O)OC(C)(C)C)C(=O)OC(C)(C)C,-0.4,-8,·,·,·,-0.4,-14,2.4,-16,·
COC(=O)C[C@H]1C[C@@H]2c3cc(N(C)C)ccc3O[C@@H]2[C@H](CO)O1,-0.4,1,-3,-83&-52,·,·,2,-0.6,·,·
COc1cccc(CNS(=O)(=O)c2ccc3c(c2)CC(C)N3C(=O)C2CC2)c1 (stereo unspecified),-1.2,0,19,1.7,-9,-0.4,9,-2.1,-12,-2
Cc1ccc(CS(=O)Cc2ccc(C(=O)NCc3ccccc3Br)o2)cc1 (stereo unspecified),-1.1,0,17,2.8,2,-0.1,35,-0.5,8,1
Cc1ccccc1-c1nnc(SCC(=O)NC2CCCCC2)o1,0.4,-2,4,·,9,0.5,8,-0.1,-8,2
COc1ccc(Br)cc1CNC(=O)C1CCN(S(=O)(=O)N2CCCC2)CC1,0.5,0,18,-3.5,21,0.7,20,-0.5,-7,-1
CCCCOCCCNC(=O)N[C@H](C(=O)OC)C(C)CC (stereo partly specified),?,-11,-3,1.4,20,-1.0,-3,i,-8,-3
Cn1sccc1=O,0.7,1,0,2.4,·,-0.9,2,i,-4,·
O=c1[nH]c2ccccc2nc1C(F)(F)C(F)F,-0.3,-3,-15,·,15,-1.4,2,-0.4,-16,1

# (next part)
Compound,BoNT-A LC inh2,Anthrax LF inh2,CCHFV vOTU inh,TcdB inh,DUSP3 inh,PfHsp40 yeast,Yp Topo-I inh,Vc quorum ag,SSB-PriA inh,3CLpro inhibitor
NC(=O)C1CCN(C2CC(=O)N(c3cccc(F)c3)C2=O)CC1 (stereo unspecified),-0.2,-1,7,·,12,5.8,-2,5.0,-15,3
O=C(Cn1c(NCCCO)nc2ccccc21)c1ccc(Cl)cc1Cl,-0.2,2,-12,0.6,8,-1.6,-5,-0.8,0,-6
Cc1cc(C)nc(/N=C(\N)Nc2cccc([N+](=O)[O-])c2)n1,-0.1,-1,-3,1.7,4,-0.2,-5,-0.3,·,-2
COC(=O)c1ccc(NC(=O)CSc2nnc(-c3ccccc3)n2C)cc1,-0.5,1,1,·,4,0.7,5,-0.7,-10,3
CCCc1cc(=O)[nH]c(SCC(=O)Nc2sccc2C#N)n1,-3.0,0,-4,2.1,·,1.3,8,i,-11,·
CCc1nnc(NC(=O)c2ccc3c(c2)C(=O)N(C(C)(C)C)C3=O)s1,0.0,-10,-1,·,21,-0.3,-2,·,-9,-1
Clc1ccc(Oc2cnns2)cc1Cl,0.3,0,2,·,-16,0.6,2,12,-6,-1
Cc1cccc(N=C2NN=C(c3c[nH]c4ccccc34)CS2)c1,0.8,-1,14,0.8,7,2.6,-28,-2.9,49*,4
O=C(OCC(O)C(O)C(O)COC(=O)c1ccccc1)c1ccccc1 (stereo unspecified),0.5,-9,-2,1.1,·,-1.2,1,-0.3,-6,·
Cc1ccc(C(=O)NCC(=O)NCc2ccccc2F)s1,·,·,1,0.7,·,-2.1,6,i,5,·

# Later entries
Compound,BoNT-A LC inh2,Anthrax LF inh2,CCHFV vOTU inh,TcdB inh,DUSP3 inh,PfHsp40 yeast,Yp Topo-I inh,Vc quorum ag,SSB-PriA inh,3CLpro inhibitor
CCCCNC(=O)C1(C)CCN1C(=O)c1cc(F)ccc1C (stereo unspecified),0.0,-3,9,0.8,·,·,-5,-0.1,·,·
CCC1Sc2ccc(S(=O)(=O)CCC(=O)NC3CCCCCC3)cc2NC1=O (stereo unspecified),1.6,0,16,2.0,-4,-0.6,20,-0.4,0,-1
CCOC(=O)[C@H]1[C@H]2COc3cc(OC)ccc3[C@@H]2N2C(=O)N(c3ccc(Cl)cc3)C(=O)[C@@]12C,-0.4,-1,·,·,9,?,13,-0.5,-15,3
CCCC(=O)Nc1nnc(SCC(=O)NCc2ccc3c(c2)OCO3)s1,7.1,-4,-2,-0.4,24,-0.3,-2,-2.8,5,-2
O=C1CCC([N+](=O)[O-])C(c2ccc(F)c(Br)c2)N1 (stereo unspecified),-0.2,4,11,0.7,6,-1.7,-2,-13,-4,5
O=C(CNC(=O)c1ccccc1)OCN1C(=O)c2ccccc2C1=O,-0.9,5,-7,1.2,·,-0.6,-5,-0.7,7,·

# Bioassay records (PubChem)
